# Screening results: PubChem, National Center for Advancing Translational Sciences (NCATS)
# TRHR agonist – qHTS for Small Molecule Agonists and Allosteric Enhancers of Human TRH Receptor: Primary Screen for Agonists; TRHR cells, calcium flux fluo-8, FDSS agonist mode; activation, % at 2 µM; 360,000 compounds, 0.18% hits; AID 493084, 2011; in the data active = activation above about 30%; also: 0% is about no effect
# Target sequence (P34981 whole entry, looked up): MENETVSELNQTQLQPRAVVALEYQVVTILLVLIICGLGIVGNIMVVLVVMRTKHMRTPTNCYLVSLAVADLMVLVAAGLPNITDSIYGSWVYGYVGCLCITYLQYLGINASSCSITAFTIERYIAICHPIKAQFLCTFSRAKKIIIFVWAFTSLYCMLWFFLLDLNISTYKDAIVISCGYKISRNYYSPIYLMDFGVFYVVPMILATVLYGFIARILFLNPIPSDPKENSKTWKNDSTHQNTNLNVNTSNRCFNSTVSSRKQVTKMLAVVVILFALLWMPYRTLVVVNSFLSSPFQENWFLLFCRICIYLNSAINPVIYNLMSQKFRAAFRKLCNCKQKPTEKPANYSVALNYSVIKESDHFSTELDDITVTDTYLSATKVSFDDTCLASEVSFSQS
#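 Steps: seed TRHR cells overnight; add fluo-8 no-wash Ca dye, RT 30 min–1.5 h; record 10 s baseline; pin-transfer compounds; monitor fluorescence 1 cycle/s for the agonist window. Calcium increases flag candidate agonists.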
# D1 ag – Allosteric Agonists of the Human D1 Dopamine Receptor: qHTS; HEK293 T-REx D1 cells, calcium flux, agonist mode; D(1A) dopamine receptor (Homo sapiens), P21728; activation, % at 2 µM; AID 504660, 2011; 360,000 compounds, 1% hits; in the data active = activation above about 30%; also: 0% is about no effect
# Target sequence (P21728 whole entry, looked up): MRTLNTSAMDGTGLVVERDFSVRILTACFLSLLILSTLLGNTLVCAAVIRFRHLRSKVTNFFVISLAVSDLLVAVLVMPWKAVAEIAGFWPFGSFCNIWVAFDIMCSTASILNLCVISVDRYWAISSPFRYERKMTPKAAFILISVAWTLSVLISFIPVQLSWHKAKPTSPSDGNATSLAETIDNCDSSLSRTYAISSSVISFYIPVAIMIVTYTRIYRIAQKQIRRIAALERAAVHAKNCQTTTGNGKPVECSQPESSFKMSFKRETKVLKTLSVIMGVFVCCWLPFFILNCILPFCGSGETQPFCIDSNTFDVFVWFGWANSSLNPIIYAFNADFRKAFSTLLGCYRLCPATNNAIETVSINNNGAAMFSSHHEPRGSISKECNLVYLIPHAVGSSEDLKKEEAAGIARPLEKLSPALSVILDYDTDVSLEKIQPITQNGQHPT
#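 Tetracycline-induced HEK293 TREx D1 cells, force-coupled to calcium signalling, were dye-loaded with a no-wash calcium kit. Compound was pin-added after a 10 s baseline. Fluorescence was read kinetically at 1 cycle/s for 180 s, with calcium rises flagged as agonism.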
# RXFP1 ag – qHTS Assay for Agonists of the Relaxin Receptor RXFP1; Relaxin receptor 1 (Homo sapiens), Q9HBX9; HEK293T-RXFP1 cAMP TR-FRET, 30 min; response scale: percent of porcine relaxin response, buffer zero; 370,000 compounds, 0.3% hits; Potency, µM (series often up to 57.5 µM), without a hit: at the highest dose activation, most hits filed as activators; AID 2676, 2010; also: potency is read from the fitted curve at half-maximal effect; % is scaled to controls: 0 for no effect and ±100 for the full control effect; nearly all actives have a fitted effect of over 60% in size; many of its hits are not listed in these tables
#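 cAMP rise read by TR-FRET after 30 min, 37C compound exposure (up to 58 uM) in RXFP1-transfected HEK293 cells with Ro 20174 present. EC50 from Hill-equation fits, with 29 nM porcine relaxin as 100% and buffer as basal.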
# RXFP1 antag – qHTS Assay for Antagonists of the Relaxin Receptor RXFP1. Relaxin receptor 1 (Homo sapiens), Q9HBX9. HEK293-RXFP1, relaxin-stimulated cAMP HTRF, 30 min; hits give low values. activity change, negative = inhibition, % at 57.5 µM. 350,000 compounds, 0.59% hits. AID 1259400, 2018;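 active = activity change of -60% or lower, but not beyond a set lower limit; inconclusive = change between -60% and -40%, or beyond the set limit; inactive = change above -40%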; also: % is scaled to controls: 0 for no effect and ±100 for the full control effect
# Apoferritin bind – qHTS Assay for Identification of Novel General Anesthetics. AID 485281, 2010. apoferritin/1-aminoanthracene competitive binding, fluorescence. Potency, µM (top dose mostly 77.5 µM), inactives show at the highest dose activity change, negative = displacement, usual class: inhibitors. 350,000 compounds, 0.074% hits; also: potency is read from the fitted curve at half-maximal effect; % is scaled to controls: 0 for no effect and ±100 for the full control effect; nearly all actives have a fitted effect of over 20% in size
# Target sequence (P02791 2-175 limits assumed): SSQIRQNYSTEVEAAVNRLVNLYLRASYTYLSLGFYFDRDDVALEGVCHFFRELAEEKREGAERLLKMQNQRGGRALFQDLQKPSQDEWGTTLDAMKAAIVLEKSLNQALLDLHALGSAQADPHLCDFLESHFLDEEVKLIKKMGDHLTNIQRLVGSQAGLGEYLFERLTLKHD
#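 Concentration-response curves derived by four-parameter Hill fitting of normalized fluorescence, where compounds displaced 1-AMA from 10 uM horse apoferritin following a brief 10 min room-temperature incubation; propofol titration acted as positive control.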
# D2 potentiator – HTS Assay for Positive Allosteric Modulators of the Human D2 Dopamine Receptor: Primary Screen for Potentiators | HEK293 T-REx D2, calcium flux, EC20 dopamine potentiation | 340,000 compounds, 0.34% hits | D(2) dopamine receptor (Homo sapiens), P14416 | potentiation, % at 10 µM;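 active = potentiation over 3 SD above the plate norm, cut at about 30% in these data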; also: 0% is about no effect
#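 Tetracycline-induced HEK293 T-REx cells force-coupled to calcium signalling expressed D2; compounds were pin-added after a 10 s baseline, read kinetically 180 s, then an EC20 dopamine challenge followed with a further 180 s calcium read.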
# D1 PAM – Potentiators of Human D1 Dopamine Receptor: qHTS; D(1A) dopamine receptor (Homo sapiens), P21728; HEK293 TREx D1 cells, calcium flux, dopamine EC20 potentiation; potentiation, % at 10 µM; 360,000 compounds, 0.036% hits; AID 504651, 2011; in the data active = potentiation above about 30%; also: 0% is about no effect
# D1 antag – Antagonist of Human D 1 Dopamine Receptor: qHTS; D(1A) dopamine receptor (Homo sapiens), P21728; activity change, negative = inhibition, % at 10 µM; AID 504652, 2011; 360,000 compounds, 3.2% hits; HEK293 TREx D1 cells, calcium flux, dopamine EC80; hits give low values; in the data active = activity change below about -30%; also: % is scaled to controls: 0 for no effect and ±100 for the full control effect
#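 Tetracycline-induced HEK293 Trex D1 cells, force-coupled to calcium, dye-loaded; compounds added and read 180 s, then EC80 dopamine added and calcium flux tracked kinetically another 180 s.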
# TRHR PAM – qHTS for Small Molecule Agonists and Allosteric Enhancers of Human TRH Receptor: Primary Screen for Enhancers | TRHR cells, fluo-8 calcium fluorescence, EC20 TRH enhancement | enhancement, % at 2 µM | 360,000 compounds, 0.66% hits | AID 493056, 2011; in the data active = enhancement above about 30%; also: 0% is about no effect
#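 Enhancer read-out: after compound pinning and an initial kinetic agonist-mode read, an EC20 of TRH (10 nM final) was injected and fluo-8 calcium signal (Ex 480/Em 530) followed at 1 s/cycle for 100 cycles in TRHR-expressing cells.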
# The depositor's hits bear a star; ? = inconclusive; / = not tested or not shown; & = joins results of further samples; [ ] = another dose, or the depositor's remark. Unless noted, calls follow the shape of the dose curve; as a rule, active = well fitted curve in the direction sought with a large enough effect; inconclusive = small, poorly fitted or top-dose-only effect, or another doubt; inactive = no such curve, though single readings can be large; an effect the other way counts as inactive or inconclusive. The list is partial (hit frequency here may not be typical).
SMILES,TRHR agonist,D1 ag,RXFP1 ag,RXFP1 antag,Apoferritin bind,D2 potentiator,D1 PAM,D1 antag,TRHR PAM
Cc1ccc2oc3c(c(=O)c2c1)C(c1ccc([N+](=O)[O-])cc1)N(CCCN1CCOCC1)C3=O (centres undefined),0.3,1,24%,2,3%,0,-3,-8,-1
CCNc1ccc2noc3c2c1C(=O)c1ccccc1-3,122*,313*,4.8%,7,?,/,3,-44*,31*
O=C(Nc1ccc(Cl)c(C(F)(F)F)c1)c1nc2ccccc2nc1N1CCCCC1,1.3,15,3.1%,-14,-17%,-10,0,13,0
Cc1ccc(C)c(S(=O)(=O)Nc2ccc(C(=O)NCCc3ccccn3)cc2)c1,-0.2,7,0.7%,1,0%,-2,-1,6,0
O=C(O)c1ccccc1NC(=S)NC(=O)c1cccc2ccccc12,0.3,1,3.2%,-15,-8%,9,-3,4,2
Cc1cc(C(=O)O)c2ccccc2n1,2.6,2,-0.1%,8,-12%,-2,-4,13,-1
CCCn1ccc2c(OCC(=O)Nc3ccc(F)cc3F)cccc2c1=O,-0.4,0,1.6%,/,-9%,-6,-4,/,-1
CCOc1ccc(C(=O)Nc2ccc(C(=O)OCc3cc(=O)n4nc(CC)sc4n3)cc2)cc1,0.5,0,0.8%,13,-1%,-1,0,1,-5
COc1ccc(NC(=S)NC(=O)/C=C/c2ccc(F)cc2)cc1,0.1,4,4.0%,-1,3%,4,0,1,-8
Cc1noc(C)c1C(=O)N1CCN(c2ncccn2)CC1,0.3,2,-0.2%,5,-5%,/,-3,5,2
CN(CC(=O)Nc1cccc(F)c1)S(=O)(=O)c1ccc2c(c1)n(C)c(=O)c(=O)n2C,1.6,-1,8.1%,-21,-10%,0,-2,13,4
COc1ccc(C)c2sc(NC(=O)c3ccc(S(=O)(=O)N(C)C)cc3)nc12,0.6,5,5.4%,/,-5%,11,-1,2,0
CC(=O)c1nn(-c2cccc(Br)c2)cc1C(=O)c1ccc2ccccc2c1,0.0,2,3.9%,-13,-7%,0,9,2,-1
COC(=O)c1ccc(N=NNc2ccc(C(=O)OC)cc2)cc1,-0.3,4,2.5%,-1,-14%,9,-5,-8,6
Cc1c(NC(=O)CC2NC(=O)NC2=O)c(=O)n(-c2ccccc2)n1C (centres undefined),0.2,3,-1.9%,/,-3%,-2,-7,1,-4
CCOC(=O)C1CCCN(Cc2nc(N)nc(Nc3ccccc3)n2)C1 (centres undefined),-1.2,-4,2.9%,-6,3%,-20,2,15,-4
Cc1cc(C)c2c(n1)sc1c(O)cc(=O)[nH]c12,0.4,9,2.1%,?,-2%,7,10,8,-1
COC(=O)CN(C#N)c1nc(OC)nc(N(C)C)n1,0.7,1,2.3%,7,-8%,-9,-6,-4,4
CCCCCC(=O)N1CC2(CC(c3cccc(NC(=O)c4ccccc4)c3)=NO2)C[C@@H]1C(N)=O (some centres undefined),0.0,2,0.7%,/,-22%,4,-1,11,-2
N/C(=N\OC(=O)c1cc(Cl)ccc1Cl)c1ccncc1,-0.1,2,0.5%,-21,-5%,9,-6,6,5

# No new results follow: 2 of the compounds above.
SMILES,TRHR agonist,D1 ag,RXFP1 ag,RXFP1 antag,Apoferritin bind,D2 potentiator,D1 PAM,D1 antag,TRHR PAM
O=C(Nc1ccc(Cl)c(C(F)(F)F)c1)c1nc2ccccc2nc1N1CCCCC1,1.3,15,3.1%,-14,-17%,-10,0,13,0
Cc1ccc(C)c(S(=O)(=O)Nc2ccc(C(=O)NCCc3ccccn3)cc2)c1,-0.2,7,0.7%,1,0%,-2,-1,6,0

# Next part.
SMILES,TRHR agonist,D1 ag,RXFP1 ag,RXFP1 antag,Apoferritin bind,D2 potentiator,D1 PAM,D1 antag,TRHR PAM
CCCOC(=O)c1c(NC(=O)c2nc3ncccn3n2)sc(C(N)=O)c1C,-0.1,-1,2.5%,/,7%,-1,-5,8,4
CCOc1ccc(-n2c(=O)c3sccc3n(CC(=O)NCc3ccco3)c2=O)cc1,-0.8,1,1.0%,-11,-12%,-1,-4,22,4
COCCN1C(=O)C(CC(=O)Nc2ccccc2)SC1=Nc1ccc(OC)cc1 (centres undefined),0.8,2,1.2%,-10,-13%,2,0,6,-1
COc1ccc(-c2ncncc2-c2ccc(OC)c(OC)c2)c(O)c1,-0.7,2,-0.5%,-2,-9%,-2,-6,-19,15
C=CCn1c(=O)c2c(nc(Br)n2Cc2ccccc2Cl)n(C)c1=O,-0.7,2,0.3%,7,?,3,-6,-19,-5
COc1ccc(NC(=O)Cn2nc(Cc3cccnc3)c3ccccc3c2=O)cc1OC,-0.2,-3,0.9%,8,-1%,12,-3,-3,-3
C=CCN(CC=C)CCOc1ccccc1,0.2,0,1.0%,7,-4%,-24,1,3,-3
COc1ccc(NC(=O)c2cn(-c3ccccc3)nc2-c2ccc(C)cc2)cc1,0.1,1,1.6%,/,34%[activator],-17,-3,-11,5
CCCc1cc(=O)c2ccc(OCC(C)=O)cc2o1,-0.2,3,0.9%,1,-3%,-4,0,14,4
Cc1ccc(N2C(=O)CN(Cc3cccs3)C2=S)cc1C,-0.4,1,-0.5%,-24,-23%,-4,-6,9,4
CCOC(=O)c1[nH]c2c(c1C)C(=O)CC(c1ccco1)C2 (centres undefined),-0.4,4,-0.6%,-18,-5%,4,-8,-21,-2
CCC(C)Nc1nc2c(c(=O)n(C)c(=O)n2C)n1Cc1ccc(F)cc1 (centres undefined),-1.9,-1,2.4%,-13,-7%,-10,-21,-85*,-4
CC(C)(C)OC(=O)NOCC(=O)N(Cc1ccccc1)CC(O)COc1ccccc1 (centres undefined),0.0,0,-1.6%,/,/,1,0,-13,3
Fc1ccc(COc2ccccc2CNCc2ccncc2)cc1,-0.5,6,-0.1%,-2,2%,-10,-12,-6,-1
CC(=O)Nc1ccc(OS(=O)(=O)c2cc(Cl)ccc2C)cc1,0.0,10,-0.3%,5,?,-3,-3,-16,-5
COc1ccccc1NC(=O)COC(=O)CCS(=O)(=O)c1ccc(C)cc1,-0.8,1,2.6%,-5,-6%,-16,-13,-10,6
CN1C(=C2C(=O)OC(C)(C)OC2=O)Sc2ccccc21,0.7,1,1.7%,7,-15%,17,-4,-21,0
N#CC1=C(N)OC2=C(C(=O)CCC2)C1C1C=CCCC1 (centres undefined),0.4,5,1.3%,2,-3%,2,-1,-15,14
O=C(Cn1cnc2onc(-c3ccc(F)cc3)c2c1=O)Nc1cccc(C(F)(F)F)c1,-1.4,16,-1.2%,/,53%,5,-1,-19,21
CCOC(=O)Cc1ccc(NCc2ccc(Cl)cc2)cc1,-1.7,0,0.2%,-2,?,-14,-2,-21,-5
COc1ccc(N2C(=O)CC(N3CCC(c4nc5ccccc5[nH]4)CC3)C2=O)cc1 (centres undefined),-1.0,1,-0.1%,-1,-4%,-6,1,5,-8
CCn1c(O)c(C=NC2CCCC2)sc1=S,0.0,4,1.7%,4,15%,-9,-2,9,-10
CN(C)C(=S)SCC(=O)Nc1cccc(C(F)(F)F)c1,-0.2,5,0.6%,/,-14%,2,-2,-15,-5
O=S(=O)(/N=C(\c1ccccc1)N1CCOCC1)c1cccs1,-0.3,3,-0.4%,-3,-5%,-6,-3,-6,-2
O=C(CO/N=C/c1ccc(Cl)cc1Cl)NNC(=O)c1cccc(Cl)c1,0.1,2,1.3%,-13,-21%,-1,21,4,0
N=c1c(S(=O)(=O)c2ccc(Br)cc2)cc2c(=O)n3ccccc3nc2n1Cc1ccccc1,1.8,2,3.5%,-6,4%,3,-1,33,9
O=C(NC(=O)N1CCSCC1)c1c(Cl)cccc1Cl,-0.4,2,-0.3%,2,-4%,6,-1,7,5
CCC1=C2CC[C@H]3C(=O)N(C)C(=O)[C@H]3[C@H]2[C@@]2(Cc3ccccc3)C(=NCCOC)OC(=O)N2C1=O,-0.6,9,0.6%,/,5%&4%,10,4,1,2
COc1ccc(-c2nc(NC(C)=O)sc2-c2ccccc2)cc1,-1.6,3,-5.1%,-31,-6%,-4,-14,-32*,-5
COc1ccc(Br)cc1C(=O)Nc1cccc2ncccc12,-1.1,0,-0.6%,0,-10%,0,-2,-6,-6
Cc1cc2nc(C)c(Cl)c(=O)n2[nH]1,0.2,2,-0.4%,-9,0%,7,-4,6,-1
O=c1c2ccccc2ncn1CCCOc1ccccc1[N+](=O)[O-],-0.3,2,4.3%,-5,-19%,-5,-5,5,9
CC(=O)/C(CN1CCCCC1)=N\O,1.5,1,-1.2%,-16,-6%,-13,0,8,2
COc1cccc(-c2nc3cc(C)ccc3o2)c1,-0.9,0,-0.3%,-20,?,11,-1,0,3
COc1cc(C(c2c(C)[nH][nH]c2=O)c2c(C)[nH][nH]c2=O)ccc1OS(=O)(=O)c1ccc(C)cc1,-0.5,0,1.5%,-20,-9%,4,-3,1,-3
c1cncc(-c2csc(NCc3ccco3)n2)c1,-0.2,2,0.2%,-9,-12%,-11,3,0,-3
CCc1cc2c(=O)[nH]c(Cc3ccccc3)nc2s1,-0.4,2,-1.5%,1,-12%,0,-1,-3,-2
Cc1ccc(Nc2ccc(C(=O)O)cc2[N+](=O)[O-])cc1,-0.5,8,-3.0%,-14,-1%,7,3,1,-2
COc1ccccc1C(=O)Nc1cccc(C(=O)OCc2cc(=O)n3c4c(sc3n2)CCCC4)c1,0.2,2,-0.3%,-9,4%,1,0,-2,3
CCOc1cc(N2CCOCC2)c(OCC)cc1NC(=O)c1ccc(S(C)(=O)=O)cc1,0.1,0,-1.4%,-16,3%,7,2,49,1
Cc1cc(C)nc(SC/C=C/c2ccccc2)n1,-0.4,3,-0.4%,2,?,-1,-3,11,3

# Records listed so far that bear a hit mark in D1 ag.
SMILES	D1 ag	RXFP1 ag	RXFP1 antag	D2 potentiator	D1 PAM	D1 antag	TRHR PAM
CCNc1ccc2noc3c2c1C(=O)c1ccccc1-3	313*	4.8%	7	/	3	-44*	31*
